Compound activity as filed in PubChem BioAssay.
USP2a inh: blocks human ubiquitin-specific protease USP2a; hit rate 0.01% among 330,000; USP2 core, Ub-CHOP2 coupled fluorogenic reporter, 485/531; Potency, µM (titrated, usually from 38.3 µM), without a hit: top-dose activity change, negative = inhibition, hits mostly inhibitors;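 also: potency is read from the fitted curve at half-maximal effect; plate controls were DMSO wells for no effect and full inhibition by NEM control for full effect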
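Cell-free coupled assay: 10nM USP2 core preincubated 30min RT with compound in Tris-HCl pH 8.0/CaCl2/CHAPS buffer, then 25nM Ub-CHOP2 and 25nM reporter substrate; fluorescence (Ex 485/Em 531) read after 60min RT, normalized to NEM inhibition, concentration-response curves fitted.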
p53 reactivation: re-activators of mutant p53. H1299 p53-A138V BP100-luciferase reporter, luminescence, 24 h. Potency, µM (titrated, usually from 92.2 µM), for inactives: top-dose activity change, positive = activation, hits mostly activators. hit rate 0.063% among 320,000; also: potency is read from the fitted curve at half-maximal effect; % of control where 0% means no effect; nearly all actives have a fitted effect of over 45% in size
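p53-null H1299 cells stably carrying temperature-sensitive p53-A138V and a BP100-luciferase reporter were pinned with compounds (4-point, 1:5 series) and held 24 hrs at 37 deg C. Luminescence was read 10 min after detection reagent.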
BRCA1 expr act: activators of BRCA1 expression; Potency, µM (highest dose often 46.1 µM), for the others: at the top dose activation, most hits filed as activators; hit rate 1.1% among 380,000; MCF7-BRCA1-FFLuc reporter, luminescence, 48 h; response scale: scaled: vehicle 0%, 10 µM genistein 100%; also: potency is read from the fitted curve at half-maximal effect; nearly all actives have a fitted effect of over 80% in size; some results filed as inactive show a strong effect at the top dose
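Luminescence from a BRCA1-driven firefly luciferase in MCF7 cells was read after 48 h compound exposure at 37 C. Data normalized against DMSO and a 10microM genistein activation control, then curve-fitted across the titration.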
TRPV1 ag: activates the human vanilloid receptor TRPV1. Q8NER1. TRPV1-expressing cells, Fluo-8 calcium influx, agonist mode. activation, % at 8.33 µM. hit rate 0.19% among 320,000; in the data active = activation above about 80%; inconclusive = between about 30% and that limit; also: 0% is about no effect
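TRPV1-expressing cells were cultured overnight at 35.5C and loaded with Fluo-8 calcium dye for 40 to 90 min at room temperature. After a 10 s baseline, compound was added and calcium influx was read kinetically for 3 min (ex 480/em 520 nm).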
Eya2 phos inh: Eya2 (human) phosphatase inhibition. O00167. recombinant Eya2, OMFP fluorescence dephosphorylation (OMFP is methylfluorescein phosphate). Potency, µM (titrated, usually from 76.9 µM), for the others: at the top dose activity, negative = inhibition, hits mostly inhibitors. hit rate 0.006% among 330,000; also: potency is read from the fitted curve at half-maximal effect; % is scaled to controls: 0 for no effect and ±100 for the full control effect
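Eya2 protein (added as 0.2 uM solution) was preincubated with compound for 10 min at ambient temperature in 50 mM HEPES pH 7.5, 50 mM NaCl, 5 uM MgCl2, 0.05% BSA, 1 mM DTT. OMFP (added at 50 uM) then reacted 10 min; fluorescence read at 485/525 nm.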
B2AR arrestin: agonists driving beta-arrestin recruitment to human beta2-adrenergic receptor | P07550 | beta-arrestin recruitment to beta2AR, cell-based reporter | Potency, µM (highest dose often 46.1 µM), without a hit: top-dose activation, most hits filed as activators | hit rate 0.02% among 330,000 | AID 492947;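 also: potency is read from the fitted curve at half-maximal effect; 0% = DMSO controls and full agonism = EC100 isoproterenol or metaproterenol; nearly all actives have a fitted effect of over 65% in size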
a7 integrin act: integrin-mediated muscular dystrophy alleviation activation. alpha7betagal myoblasts, beta-gal FDG fluorescence, 48 h. Potency, µM (titrated, usually from 38.3 µM), for inactives: at the top dose activation, usual class: activators. hit rate 0.064% among 350,000;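 also: potency is read from the fitted curve at half-maximal effect; 100% = response of the positive control SU9516; nearly all actives have a fitted effect of over 60% in size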
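alpha7betagal+/- myoblasts (passage 13, 250/well) treated 48 h at 37C with compounds at 1:260 dilution of DMSO stock. Lysed, then beta-galactosidase activity read as FDG fluorescence (ex 480/em 540) after 30 min, with pre-read for autofluorescence.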
ELG1 genotoxic: genotoxicity induction in ELG1-luciferase HEK293T cells; Potency, µM (series often up to 46 µM), for the others: at the highest dose activity change, positive = activation, hits mostly activators; HEK293T ELG1-luciferase reporter, luminescence, 16 h; hit rate 1.3% among 330,000; also: potency is read from the fitted curve at half-maximal effect; % of control where 0% means no effect; nearly all actives have a fitted effect of over 60% in size
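16 hr compound incubation (37 °C, 5% CO2) of HEK293T cells carrying luciferase-tagged ELG1; luciferase then measured by ONE-Glo luminescence after 30 min at RT.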
uPA surface inh: blocks generation of uPA at the cell surface. cell surface uPA generation assay, qHTS. Potency, µM (doses to about 38.3 µM), without a hit: at the highest dose activity change, negative = inhibition, most hits filed as inhibitors. hit rate 0.31% among 330,000. AID 540303; active = well fitted inhibition curve with a large enough effect; inconclusive = small, poorly fitted or top-dose-only effect; inactive = no such curve, though single readings can be large or run the other way; tested in mouse RAW 264.7 cells; also: potency is read from the fitted curve at half-maximal effect; % is scaled to controls: 0 for no effect and ±100 for the full control effect; nearly all actives have a fitted effect of over 55% in size
S-ASM inh: human S-ASM enzyme inhibition | placental ASM, HMU-PC fluorogenic substrate, 60 min | hit rate 0.006% among 340,000 | AID 504937 | Potency, µM (highest dose often 57.5 µM), without a hit: top-dose activity change, negative = inhibition, hits mostly inhibitors | P17405; also: potency is read from the fitted curve at half-maximal effect
Target sequence (P17405 47-631 limits assumed): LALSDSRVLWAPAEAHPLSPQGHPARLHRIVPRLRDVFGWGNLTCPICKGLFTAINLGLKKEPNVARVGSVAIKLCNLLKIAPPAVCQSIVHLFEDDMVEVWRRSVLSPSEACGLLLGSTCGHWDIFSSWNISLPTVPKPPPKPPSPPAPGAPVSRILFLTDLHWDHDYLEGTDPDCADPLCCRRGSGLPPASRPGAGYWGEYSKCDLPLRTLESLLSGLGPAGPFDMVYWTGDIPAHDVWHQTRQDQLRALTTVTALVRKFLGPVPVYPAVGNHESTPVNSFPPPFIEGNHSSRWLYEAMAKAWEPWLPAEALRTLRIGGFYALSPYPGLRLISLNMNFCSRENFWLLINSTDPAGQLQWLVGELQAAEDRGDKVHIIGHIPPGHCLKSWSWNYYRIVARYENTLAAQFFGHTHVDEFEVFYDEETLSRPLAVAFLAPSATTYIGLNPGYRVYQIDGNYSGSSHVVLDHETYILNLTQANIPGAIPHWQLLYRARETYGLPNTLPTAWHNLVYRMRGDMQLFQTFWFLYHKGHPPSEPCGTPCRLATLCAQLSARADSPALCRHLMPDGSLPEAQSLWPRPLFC
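Steps: dispense placental human ASM, pin compound, wait 10 min at room temperature, add HMU-PC0 substrate at 9 uM final, incubate 60 min at 37 °C, add stop solution raising pH to 10, read fluorescence.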
PTAP TSG101 blk: blocks PTAP/TSG101 interaction to inhibit HIV-1 budding; Potency, µM (titrated, usually from 115 µM), without a hit: at the highest dose activity change, negative = inhibition, hits mostly inhibitors; 340,000 tested, under 10 active; Fluorescence polarization, FITC-PTAP peptide / Tsg101 binding; Q99816; active = well fitted inhibition curve with a large enough effect in the main read-out, with a control signal flat, not every such curve was filed as active; inconclusive = small, poorly fitted or top-dose-only effect, or effect the other way, or a change in a side signal; inactive = no such curve, though single readings can be large or run the other way; also: potency is read from the fitted curve at half-maximal effect; % of control where 0% means no effect
Target sequence (Q99816 whole entry, looked up): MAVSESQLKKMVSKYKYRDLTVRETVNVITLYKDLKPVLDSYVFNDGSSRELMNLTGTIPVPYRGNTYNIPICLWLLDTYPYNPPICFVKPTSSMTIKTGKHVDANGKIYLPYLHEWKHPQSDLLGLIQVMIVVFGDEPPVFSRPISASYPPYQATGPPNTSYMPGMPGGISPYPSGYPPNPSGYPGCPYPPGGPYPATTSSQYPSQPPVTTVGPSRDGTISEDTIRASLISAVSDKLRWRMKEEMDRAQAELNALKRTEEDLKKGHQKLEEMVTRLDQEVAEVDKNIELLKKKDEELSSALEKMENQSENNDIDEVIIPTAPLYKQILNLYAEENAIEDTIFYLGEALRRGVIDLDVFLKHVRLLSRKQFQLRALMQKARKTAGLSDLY
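FP read-out: FITC-PTAP peptide, 50 nM final, binding Tsg101 binding domain, 10 uM final; 20 min, r.t.; 10 mM HEPES pH 7.5, 0.15 M NaCl, 0.01% Tween 20, 3 mM EDTA, 0.1 mM TCEP.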
An asterisk follows results filed as active; u = inconclusive; x = not tested or not shown; [ ] = dose if it differs, or a comment. Unless noted, calls follow the shape of the dose curve; as a rule, active = well fitted curve in the direction sought with a large enough effect; inconclusive = small, poorly fitted or top-dose-only effect, or another doubt; inactive = no such curve, though single readings can be large; an effect the other way counts as inactive or inconclusive.

SMILES	USP2a inh	p53 reactivation	BRCA1 expr act	TRPV1 ag	Eya2 phos inh	B2AR arrestin	a7 integrin act	ELG1 genotoxic	uPA surface inh	S-ASM inh	PTAP TSG101 blk
COc1ccc(Cl)cc1NC(=O)CN(C)C(=O)CCCc1c[nH]c2ccccc12	-1%	-10%	-16%	2	-2%	0.3%	-23%	-11%	-2%	-13%	-5%
CCCCCCS(=O)[C@H]1CS(=O)(=O)C[C@@H]1S(=O)CCCCCC (stereo partly drawn)	2%	-1%	-19%	-1	-1%	-1.0%	-15%	2%	2%	-4%	-2%
COc1ccc(C)cc1NC(=O)C1CCN(C(=O)c2ccc(C(C)(C)C)cc2)CC1	-7%	16%	6%	2	u	0.3%	38%	8%	-8%	-3%	-10%
O=C(Cc1ccc(F)cc1)Nc1ccccc1Sc1ccccc1	4%	-8%	-6%	-7	1%	-1.5%	-4%	0%	-6%	-8%	-1%
CCOC(=O)c1snc(C(=O)NC2CCCCC2)c1N	-1%	u	7.1µM*	28	-7%	-0.2%	9%	8.2µM*	x	294%[activator]	0%
CC(C)(C)C(=O)NC(=S)NNC(=O)c1ccncc1	5%	-12%	37%	-3	-2%	8.2%	-11%	-3%	-1%	6%	-11%
O=C(CSc1ccccn1)N/N=C/c1cc([N+](=O)[O-])ccc1O	-8%	4%	-79%	1	-27%	-0.1%	-35%	7%	3.5µM*	-1%	-4%
O=C(CSc1nnc(COc2ccccc2)n1-c1ccccc1)c1cccs1	-1%	-3%	0%	6	-1%	9.6%	5%	-2%	-2%	-2%	-3%
CCC(C)N(C(=O)CSc1nnc(C)n1C)C1CCS(=O)(=O)C1 (stereo not drawn)	1%	-3%	5%	-1	4%	0.2%	-6%	1%	4%	2%	-4%
CCC(=O)NCCc1nc2cc(NC(=O)c3cccs3)ccc2n1C	1%	u	73%	-4	-5%	-0.1%	-11%	u	1%	-2%	-3%
Cc1ccc(C)c(NC(=O)CCN2C(=O)c3ccccc3C2=O)c1	4%	3%	8%	-2	3%	-0.4%	u	0%	-2%	2%	-6%
CCOC(=O)c1ccccc1NC(=O)C1CC(=O)N(C(C)(C)C)C1 (stereo not drawn)	-1%	x	-3%	1	1%	0.2%	7%	-4%	-2%	-2%	-8%
COc1ccc(CC(=O)Nc2cccc(S(=O)(=O)N3CCCCC3)c2)cc1	0%	6%	-56%	10	2%	0.2%	6%	-6%	6%	-2%	-6%
NC(=O)c1cc(S(=O)(=O)NCCc2ccc(Cl)cc2)cs1	1%	-3%	-6%	0	8%	-0.1%	u	3%	2%	-3%	-5%
CC(C)OCCCNC(=O)CN1C(=O)/C(=C/c2ccccc2)Sc2ccccc21	-1%	1%	-28%	13	-3%	-1.0%	-16%	-5%	1%	-1%	0%
N#Cc1ccc(Oc2ccc(/C=N/O)cn2)cc1	-1%	0%	25%	-1	10%	0.0%	10%	-3%	-7%	2%	-6%
COc1ccc(CN(CC(=O)NCCc2ccccc2)C(=O)CCC(=O)Nc2cc(C)ccn2)cc1	1%	-2%	0%	0	10%	0.2%	-21%	-4%	-1%	-1%	0%
COc1ccc(C(=O)NCCn2cc(SCC(=O)NCc3ccco3)c3ccccc32)cc1	-4%	28%	42%	5	6%	-0.3%	-25%	5%	9%	0%	-2%
COc1ccc(S(=O)(=O)Nc2ccccc2C(=O)N2CCCC2)cc1C	0%	-1%	-1%	1	19%	-0.4%	6%	2%	-2%	6%	-1%
COc1ccc2nc(N3CCCC(C(=O)NCCCN4C(C)CCCC4C)C3)sc2c1 (stereo not drawn)	1%	16%	56%	1	0%	-0.6%	0%	9%	0%	2%	-4%

Single values from above:
Under ELG1 genotoxic, `CCC(C)N(C(=O)CSc1nnc(C)n1C)C1CCS(=O)(=O)C1` (stereo not drawn) is entered as 1%
Under S-ASM inh, `COc1ccc(C)cc1NC(=O)C1CCN(C(=O)c2ccc(C(C)(C)C)cc2)CC1` is entered as -3%

Other results follow:
SMILES	USP2a inh	p53 reactivation	BRCA1 expr act	TRPV1 ag	Eya2 phos inh	B2AR arrestin	a7 integrin act	ELG1 genotoxic	uPA surface inh	S-ASM inh	PTAP TSG101 blk
O=C(CCl)NC1(C(F)(F)F)C(=O)Nc2c1c(=O)[nH]c(=O)n2-c1ccccc1 (stereo not drawn)	2%	3%	4%	0	-1%	-0.4%	-14%	-1%	2%	-1%	0%
Cc1cc(OCC(=O)Nc2ccc3oc(=O)ccc3c2)ccc1Cl	2%	0%	-6%	6	4%	-0.4%	-7%	u	-1%	45%[activator]	0%
CCN(CC(=O)NCc1ccc(Cl)cc1)C(=O)c1oc2ccccc2c1C	0%	-5%	-33%	u	-19%	0.1%	-7%	-5%	0%	-2%	0%
C=CCn1c(SCc2c(C)noc2C)nc2cc(C(=O)O)ccc2c1=O	-1%	7%	-76%	-2	22%	0.1%	-22%	u	x	5%	-6%
CCCCCCC(=O)Nc1ccc(S(=O)(=O)Nc2onc(C)c2C)cc1	x	x	2%	x	x	x	19%	x	1%	6%	-4%
CCN(Cc1nc2cc(Cl)ccc2c(=O)[nH]1)C(=O)c1cccc(NC(=O)c2cccs2)c1	0%	-9%	-24%	0	9%	-0.4%	-1%	-9%	15%	u	2%
Nc1ccc2nc(-c3ccc(Cl)cc3)[nH]c2c1	-4%	u	-59%	20	5%	-0.6%	-1%	16µM*	4.5µM*	x	4%
CCOC(=O)c1cnc(SSc2ncc(C(=O)OCC)c(N)n2)nc1N	-1%	15%	-19%	11	7%	-0.4%	-39%	-1%	12%	-7%	1%
CC(C)C(NC(=O)c1ccco1)C(=O)OCC(=O)c1ccccc1 (stereo not drawn)	2%	16%	13%	1	-1%	0.3%	1%	2%	4%	2%	-5%
NC(=O)c1cccc(-c2cnc(N)c(C(=O)c3cccnc3)n2)c1	x	x	-67%	x	x	x	10%	x	7%	-4%	-8%
COc1ccc(C(=O)c2ccccc2Cl)cc1	1%	1%	9%	9	8%	-0.2%	-4%	2%	1%	0%	-5%
CC(Sc1n[nH]c(-c2cccs2)n1)C(=O)N1CCCC1 (stereo not drawn)	-7%	7%	-20%	x	4%	0.7%	1%	-1%	1%	2%	-4%
Cc1cc(C(=O)Nc2ccc(CC(=O)O)cc2)c(C)o1	1%	-14%	-58%	-1	-10%	-0.5%	40%	0%	-5%	1%	-3%
COCCn1c(=N)c(S(=O)(=O)c2ccc(Br)cc2)cc2c(=O)n3ccccc3nc21	3%	0%	21%	-4	4%	0.1%	4.5µM*	4%	4%	-5%	3%
COCCNC(=O)c1ccc(C(=O)C(=O)c2ccccc2)cc1	-2%	-4%	-17%	8	2%	-0.1%	2%	-1%	1%	1%	-1%
CCCOc1ccc(OCCSc2ncccn2)cc1	4%	u	92%	1	0%	-0.2%	-18%	10µM*	0%	2%	-6%
Cc1ccc(C(C(=O)NC2CCCCC2)N(C(=O)c2csnn2)c2ccccc2F)o1 (stereo not drawn)	-1%	-4%	-38%	7	-14%	-0.5%	-34%	-8%	4%	-3%	-1%
CCc1ccc(OC(C)c2nnc(SCC(=O)Nc3ncccc3C)n2C)cc1 (stereo not drawn)	3%	-2%	-20%	9	-4%	-0.4%	-12%	-1%	5%	0%	-2%
CCCCCCNCc1ccc(Br)cc1	0%	-7%	11%	2	8%	-0.5%	-2%	-4%	0%	6%	-1%
O=C(NCc1cccs1)c1cccnc1Cl	0%	-2%	-9%	1	3%	-0.5%	-9%	1%	-2%	1%	1%
C=C(C)C(=O)N1CC2(CC(c3cccc(NC(=O)/C(C)=C\C)c3)=NO2)C[C@H]1C(N)=O (stereo partly drawn)	-9%	0%	18%	-2	2%	-0.2%	6%	2%	4%	1%	2%
Oc1ccc(C[C@@H]2CNCCN2CC2CCCCC2)cc1	2%	-5%	-4%	0	0%	0.0%	23%	1%	-4%	0%	-13%
O=C(CCNS(=O)(=O)c1ccccc1C(F)(F)F)N1CCCCCCC1	0%	11%	-24%	3	-9%	-0.1%	-19%	0%	0%	-1%	2%
CCOC(=O)c1ccc(CSc2ncn[nH]2)o1	2%	7%	19%	1	-15%	0.3%	-20%	6%	x	3%	-2%
Cc1nc(NS(=O)(=O)c2ccccc2C)c2c3c(sc2n1)CCC3	0%	-4%	13%	-1	6%	0.5%	13%	-5%	-1%	-2%	-4%
NS(=O)(=O)c1cccc(NC(=O)CCS(=O)(=O)c2ccc(Cl)cc2)c1	2%	8%	4%	3	3%	0.0%	0%	5%	3%	7%	-3%
COc1cccc(C2C=C(c3cccs3)Nc3ncnn32)c1OC (stereo not drawn)	4%	-4%	-18%	-3	-3%	0.2%	33%	1%	2%	64%[activator]	5%
